# NPR1 activator – GC-A (human) enzyme activation; HEK293 GC-A cells, cGMP TR-FRET, EC30 ANP; 0% at EC30 ANP, 100% saturating ANP; activation, % at 10 µM; actives 0.14% (n = 370,000); in the data active = activation above about 40%
# Target sequence (P16066 whole entry, looked up): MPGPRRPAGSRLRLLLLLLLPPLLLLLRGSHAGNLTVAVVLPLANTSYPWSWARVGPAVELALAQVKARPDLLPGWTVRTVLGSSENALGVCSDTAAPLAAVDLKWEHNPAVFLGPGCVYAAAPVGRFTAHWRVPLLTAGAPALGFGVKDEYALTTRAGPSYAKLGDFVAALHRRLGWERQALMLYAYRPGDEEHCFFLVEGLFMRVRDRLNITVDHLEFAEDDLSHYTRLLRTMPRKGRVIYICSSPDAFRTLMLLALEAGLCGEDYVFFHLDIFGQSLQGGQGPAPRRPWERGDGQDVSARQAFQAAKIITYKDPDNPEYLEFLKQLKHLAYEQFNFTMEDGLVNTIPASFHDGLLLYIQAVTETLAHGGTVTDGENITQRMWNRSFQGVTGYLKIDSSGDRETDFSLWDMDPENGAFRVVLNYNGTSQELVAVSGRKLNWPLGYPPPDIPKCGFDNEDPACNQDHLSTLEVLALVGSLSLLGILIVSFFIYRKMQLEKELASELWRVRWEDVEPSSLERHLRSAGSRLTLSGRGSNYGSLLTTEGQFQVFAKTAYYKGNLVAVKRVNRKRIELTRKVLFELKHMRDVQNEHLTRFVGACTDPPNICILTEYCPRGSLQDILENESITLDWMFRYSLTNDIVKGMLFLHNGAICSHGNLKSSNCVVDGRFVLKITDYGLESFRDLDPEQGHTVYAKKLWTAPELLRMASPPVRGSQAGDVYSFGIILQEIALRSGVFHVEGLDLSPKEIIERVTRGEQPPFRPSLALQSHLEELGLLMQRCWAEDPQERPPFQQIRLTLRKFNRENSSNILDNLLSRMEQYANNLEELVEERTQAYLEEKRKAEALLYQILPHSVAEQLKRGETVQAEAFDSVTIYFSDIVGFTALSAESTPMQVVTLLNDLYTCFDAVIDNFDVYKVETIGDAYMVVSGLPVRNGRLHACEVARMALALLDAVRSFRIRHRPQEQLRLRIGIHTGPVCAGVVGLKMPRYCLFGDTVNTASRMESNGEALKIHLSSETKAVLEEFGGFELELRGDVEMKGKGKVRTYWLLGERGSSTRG
# ABHD4 inh – inhibitors of mouse ABHD4. Q8VD66. purified mABHD4, FP-Rh probe fluorescence polarization. inhibition, % at 8.92 µM. actives 0.54% (n = 370,000). AID 720543;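 active = inhibition exceeding the mean over every tested compound plus 3 SD, cut at about 30% in these data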;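 note: 0% = plate median of compound wells and 100% = S159A mutant with DMSO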
#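 Test system: mABHD4 protein; Read-out basis: % inhibition; Incubation: 45 min + 60 min at 25 °C; Repeats: single replicate; Technique: fluorescence polarization with parallel and perpendicular emission, 525/598 nm; Compound: 8.92 µM, single dose; Benchmarks: full inhibition S159A mutant plus DMSO, zero as sample-well median.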
# TCR CD3 inh – human TCR-CD3 binding inhibition | TAMRA-labeled TCR probe fluorescence, biochemical | inhibition, % at 9.4 µM | actives 0.37% (n = 360,000) | AID 651800; in the data active = inhibition above about 19%;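 note: recombinant mutant TCR 2C K166C tagged with TAMRA read by polarization; 0% = receptor in buffer alone and 100% = receptor with positive control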
# UHRF1 binding – blocks human UHRF1 binding to methylated DNA | actives 0.75% (n = 370,000) | UHRF1 binding to methylated oligo, TR-FRET | Q96T88 | inhibition, % at 4.4 µM; in the data active = inhibition above about 21%;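 note: UHRF1 SRA domain binding a hemimethylated CpG hairpin DNA probe; 0% = median of test compound wells and 100% = reference inhibitor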
# HTRA1 inh – blocks human HTRA1 serine peptidase | Q92743 | recombinant HTRA1, FP-rhodamine activity-based probe, fluorescence polarization | inhibition, % at 5.96 µM | actives 0.5% (n = 340,000) | AID 504803; in the data active = inhibition above about 36%;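 note: 0% = enzyme with DMSO and 100% = wells lacking enzyme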
# GC-B act – GC-B (human) receptor activation; P20594; activation, % at 10 µM; HEK293-GC-B cells, CNP EC30, cGMP TR-FRET; 0% at EC30 CNP, 100% saturating CNP; actives 0.11% (n = 370,000);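 active = activation at 10 µM reaching about 35% in either raw or pattern-adjusted values, limit read from the data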
# MBD2 DNA inh – inhibitors of human MBD2 binding to methylated oligonucleotide | Q9UBB5 | inhibition, % at 4.4 µM | actives 0.31% (n = 370,000) | TR-FRET | AID 686964; in the data active = inhibition above about 13%
# PRMT1 FP inh – PRMT1 (human) inhibition, primary screen; recombinant PRMT1, activity-based probe fluorescence polarization; AID 652257; Q99873; actives 1.3% (n = 370,000); inhibition, % at 2.79 µM;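 active = inhibition above about 21% made by adding two undisclosed values, limit read from the data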
# rCAG RNA binder – molecules binding r(CAG) RNA repeats; r(CAG) RNA repeat, TO-PRO-1 dye displacement fluorescence; inhibition, % at 3 µM; actives 1.3% (n = 370,000);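 active = inhibition above the plate cutoff, the mean of all test compounds on that plate plus 3 SD, cut at about 35% in these data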;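 note: 0% = DMSO alone and 100% = 100 µM mitoxantrone as full dye displacement; higher means more dye released from RNA so lower well fluorescence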
# SIAE inh – inhibitors of human sialic acid acetylesterase SIAE; Q9HAT2; SIAE FP-Rh probe binding, fluorescence polarization; inhibition, % at 9.66 µM; actives 0.69% (n = 370,000);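 active = inhibition above a cutoff: mean of compounds within the control limits plus 3 SD of those, cut at about 17% in these data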;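 note: 0% = plate median of compound wells and 100% = probe without SIAE protein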
# * marks the source's active call; other numbers are inactive results; · = no result given. The list is partial (hit frequency here may not be typical).
SMILES,NPR1 activator,ABHD4 inh,TCR CD3 inh,UHRF1 binding,HTRA1 inh,GC-B act,MBD2 DNA inh,PRMT1 FP inh,rCAG RNA binder,SIAE inh
CCOC(=O)CNc1c(-c2ccc(F)cc2)nc2cnccn12,17,-2,-10,1,7,5,-2,6,-6,2
COc1ccc(NC(=O)CN2C(=O)CSc3ccc(S(=O)(=O)N4CCCC4)cc32)cc1OC,-2,-4,-12,5,2,4,-1,4,3,9
CCc1cccc(CC)c1N1C(=O)COCC1=O,7,-3,1,1,3,3,4,1,-1,-3
COc1ccc(OC)c(-c2csc(NC(=O)CN3C(=O)C4CCCCC4C3=O)n2)c1 (stereo not given),3,-7,-2,4,-8,0,1,4,4,3
COc1ccc(C2=NS(=O)(=O)N(C)C(C(=O)N3CCN(C)CC3)=C2)cc1,-2,-3,-8,1,5,-1,-3,5,-1,-2
N#Cc1c(NC(=O)CSc2nnnn2C2CCCCC2)sc2c1CCCC2,-3,1,1,2,1,6,-2,-3,-1,-2
CCOc1ncccc1C(=O)NCCc1ccc(Cl)cc1,-8,3,6,11,-1,-9,1,0,-4,-8
O=C(C1CCCN(S(=O)(=O)c2ccc(F)cc2)C1)N1CCCCCC1 (stereo not given),1,-3,-1,-2,5,1,0,1,-4,4
CCOC(=O)CNC(=S)N(Cc1cccs1)C1CCCCC1,-7,3,4,-3,-5,-5,-4,-2,-8,-1
COc1ccc(CCN=C(N)NS(=O)(=O)c2ccc(C)cc2)cc1OC,2,-4,8,-1,13,1,1,-1,-1,3
O=C(O)c1cc(-c2ccc(/C=C3/SC(=S)N(Cc4ccccc4)C3=O)o2)ccc1Cl,-8,4,-4,14,-1,-5,2,14,16,-1
COc1ccc(C(=O)NCc2ccc(N3CCN(C)CC3)cc2)cc1,0,0,-1,3,4,1,2,-3,-1,-11
COC(C/C=C\[C@H](O)COCc1ccccc1)OC,-3,-7,1,4,6,0,9,4,7,-4
O=C(NC1CCSc2ccccc21)c1cccc(Br)c1 (stereo not given),-4,-14,9,2,-15,-5,-4,2,1,-4
Cc1ccc(Sc2c(C#N)c(-c3ccccc3)nn2C)cc1,4,-6,2,1,-21,9,-3,3,-1,-4
COc1cc(-c2nc3ccccn3c2/N=C/c2ccc(F)cc2)ccc1O,7,3,7,-4,-9,7,4,-5,-2,3
O=C(CSc1nnnn1-c1cccc(F)c1)Nc1nc2ccccc2s1,0,4,0,0,-4,-4,3,1,0,3
CCCCCn1c(C)c2c(OCC)cccc(=O)c2c1C,0,14,-4,20,24,-10,5,9,10,1
O=C(CCc1nc2ccccc2c(=O)[nH]1)Nc1ccc(N2CCCCC2)cc1,-4,3,2,-4,-3,0,-1,-1,-4,6
Cc1cc(F)cc(-c2cc(C(=O)NCc3cccc(Cl)c3)[nH]n2)c1,3,-16,-10,3,·,4,-8,-4,3,-7
O=C1CC(N2CCOCC2)=NC(=O)N1c1ccc(Br)cc1,2,4,·,1,·,-3,2,0,5,-5
COc1cccc(-c2cc(C(=O)NCc3ccco3)no2)c1,-1,1,-3,-3,-7,0,4,4,-3,-7
Cc1ccc(S(=O)(=O)N2CCCCC2)cc1NC(=O)C1CC(=O)N(c2ccc3c(c2)OCCO3)C1 (stereo not given),-3,-4,-4,0,-8,-3,-4,3,5,0
Cc1nn(CCOc2cccc(Br)c2)c(C)c1[N+](=O)[O-],-3,0,-1,0,5,2,-2,1,-4,-5
COc1ccc(N2CCN(C(=O)C(=O)c3c[nH]c4ccccc34)CC2)cc1,2,-6,6,-1,9,2,-9,-4,2,-5
CC(=O)N(Nc1ccccc1)c1ccccc1,1,-1,8,-3,4,3,3,-2,-2,9
Cc1ccc(CSCC(=O)N/N=C/c2ccc(OCC(=O)Nc3ccc(C)cc3)cc2)cc1,-6,-3,-8,8,-10,0,-1,0,3,-7
C[C@H](CO)N1C[C@H](C)[C@@H](CN(C)Cc2ccc(C(=O)O)cc2)Oc2c(NC(=O)c3ccncc3)cccc2C1=O,-1,2,-5,2,0,1,5,0,6,-1
CCOC(=O)C1(CC2CCCCO2)CCN(S(=O)(=O)c2ccc(OC)cc2)CC1 (stereo not given),-1,-2,6,-2,3,-1,-1,-2,-7,-1
c1coc(CNc2nc3ccccc3s2)c1,4,-2,-3,1,11,2,-2,1,2,-2
O=C(NNC(=O)c1ccccc1O)c1ccc(Br)cc1,2,4,23*,-1,24,2,0,1,0,3
CC1(C)OC(=O)C(=CNC(CO)C(=O)O)C(=O)O1 (stereo not given),2,5,4,1,1,-2,-2,-5,-3,-1
COc1ccc(C(=O)c2coc3c2C(=O)C(=O)c2ccccc2-3)cc1,8,22,-2,10,19,-3,0,2,10,-6
CCc1ccc(C2c3[nH]c4ccccc4c3CCN2C(=O)c2cc(C)nn2C)cc1 (stereo not given),4,-8,2,3,-34,8,2,-3,4,1
CCOn1c(=O)c(=O)n(OCc2ccccc2)c2ccccc21,1,-1,4,-2,-3,-4,-8,1,-4,-1
O=C(O)CN(c1ccccc1F)S(=O)(=O)c1ccccc1,2,0,-2,0,-2,4,-8,2,3,10
O=C(O)c1ccc(NC(=O)C2CC=CCC2C(=O)O)cc1 (stereo not given),5,6,4,13,8,8,8,0,-2,6
Cc1ccc(C(=O)NCc2ccccc2CN2CCCC2)cc1S(=O)(=O)N1CCOCC1,-1,3,4,-1,5,7,-3,-2,2,0
Cc1cc(C)cc(NC(=O)Cn2c(=O)oc3cc(S(=O)(=O)N4CCC(C)CC4)ccc32)c1,-5,-2,0,0,-8,-3,-1,3,34,-50
CCc1ccc(N2CC(C(=O)N3CCN(S(=O)(=O)c4cccc(F)c4)CC3)CC2=O)cc1 (stereo not given),3,-1,2,1,-3,3,5,1,-1,-3
O=C(C1CCC1)n1ccc2ccc(-c3ccc4ccn(Cc5ccccc5)c4c3)cc21,1,-2,·,0,·,-2,1,-3,6,-4
CN(Cc1ccccc1)C(=O)COC(=O)/C=C/c1ccco1,0,1,5,1,4,-1,0,0,2,-3
COc1cccc(-c2nnc(SCC(=O)OC(C)C)n2Cc2ccco2)c1,6,10,-8,8,-2,4,-2,6,-3,-2
O=C(Nc1ccc2c(c1)C(=O)N(CC1CCCO1)C2=O)c1cccc(Br)c1 (stereo not given),7,-4,2,-1,-40,7,-2,-1,6,-7
COc1ccc(N(C(=O)CCl)C(C(=O)NCCc2ccccc2)c2cccs2)cc1 (stereo not given),-42,5,-1,1,-4,-12,7,0,-11,2
Cn1cc([N+](=O)[O-])c(C(=O)Nc2cc(Oc3ccccc3)cc([N+](=O)[O-])c2)n1,0,-2,1,-1,-20,3,3,-1,19,-5
COc1ccc2c(c1)nc(CN1CCN(CCO)CC1)n2C,-1,-1,7,1,0,-3,2,-1,6,-3
O=C(c1ccccc1)N1CCN(c2ccc([N+](=O)[O-])c(N3CCOCC3)c2)CC1,1,-1,1,-7,0,-2,-15,-1,-5,-4
C[C@@H]1CN([C@H](C)CO)C(=O)c2cc(NC(=O)Nc3ccccc3)ccc2O[C@@H](C)CCCCO[C@H]1CN(C)S(C)(=O)=O,0,5,-3,3,·,-3,-1,2,6,2
COc1ccc(C(=O)N2CCN(CCCc3ccccc3)CC2)cc1OC,-2,16,3,-1,1,2,1,18,-8,-4

# Continuation:
SMILES,NPR1 activator,ABHD4 inh,TCR CD3 inh,UHRF1 binding,HTRA1 inh,GC-B act,MBD2 DNA inh,PRMT1 FP inh,rCAG RNA binder,SIAE inh
COc1ccc(NC(=O)c2cc3c(=O)n(C)c4ccccc4c3s2)cc1OC,3,-5,8,-2,5,0,3,-4,2,6
CCCCCC(=O)Nc1cccc(S(=O)(=O)NC2=NCCC2)c1,1,-11,6,-1,1,1,-9,-1,1,-10
COc1cc(NC(=O)c2ccccc2-c2ccccc2)cc(OC)c1,-38,-8,4,-2,-21,-15,1,3,-1,2
CCCCNC(=O)c1onc(CSc2ccccc2C)c1C(=O)O,0,-12,8,1,3,3,-2,4,17,-3
CC(C)CN1CCN(C(=O)CCc2nnc(Cc3c[nH]c4ccccc34)o2)[C@@H](C)C1=O,-4,-6,-10,0,-7,7,-2,-1,-1,2
CCN1C(=O)[C@H]2[C@@H](c3ccc(OC)cc3)N[C@]3(CCCN(Cc4ccc(C(F)(F)F)cc4)C3=O)[C@H]2C1=O,0,1,11,-1,2,4,-1,1,0,1
CCN(CC)C(=O)c1cccc(-c2csc(C(O)c3cccc(Cl)c3)n2)c1 (stereo not given),3,-1,-2,-1,·,3,5,2,0,-17
Cn1c(C(=O)N2CCN(c3nc4ccccc4s3)CC2)cc2sccc21,-5,-5,-1,2,-9,-7,-1,4,4,4
COc1ccc2[nH]cc(CCNC(=O)Nc3ccccc3C)c2c1,2,-4,-4,1,-3,2,1,3,-2,1
COc1ccc(-n2c(CN3CCC(C(N)=O)CC3)nc3ccc([N+](=O)[O-])cc3c2=O)c(OC)c1,-1,2,1,4,3,3,6,-8,6,3
O=C(CSc1nnc(COc2ccc(Cl)cc2)o1)N1CCCC1,15,1,-6,0,12,0,0,2,6,2
Cc1nnc(SCC(=O)N2CCN(S(=O)(=O)c3ccc(Cl)cc3)CC2)[nH]c1=O,6,0,-5,7,5,-3,4,2,3,5
COc1ccc(C(C)(NC(C)=O)c2nc(-c3cccc(C(F)(F)F)c3)cs2)cc1 (stereo not given),-3,-15,-2,-1,·,1,0,-9,1,-5
COc1ccc(Nc2nnc(SCC(=O)N3CC(=O)Nc4ccccc43)s2)cc1,2,5,12,-4,2,5,-2,-3,0,1
COC(=O)C1=C(C)N(Cc2cccc(C(F)(F)F)c2)C(=NCc2ccc3c(c2)OCO3)NC1c1ccc(F)cc1 (stereo not given),-21,44*,-6,3,·,-18,-2,0,12,3
CCCCC(=O)OCc1c(-c2cccc(OC)c2)ncc2ccccc12,3,-5,-7,-1,-31,5,0,1,0,-1
O=C(Cn1[nH]c(=O)c2ccccc2c1=O)NC1CCN(Cc2ccccc2)CC1,-9,0,5,0,9,-17,-1,2,-6,-2
CCCCN(C(=O)c1ccc(C#N)cc1)c1c(N)n(CCC)c(=O)[nH]c1=O,3,5,-1,-2,3,0,5,-3,2,2
CCn1cc(CNC(=O)c2ccc3nc(Cc4ccccc4F)oc3c2)cn1,2,-7,-6,0,0,0,2,0,-2,8
CCOc1ccc(Cn2ccnc2)cc1[N+](=O)[O-],1,-11,2,-2,-1,4,-7,-1,2,3
Cc1nnc(SCC(=O)Nc2nccs2)n1N,5,-9,-4,1,3,3,5,3,-1,9
COc1ccc(NC(=O)COC(=O)CCNS(=O)(=O)c2ccc(Cl)cc2)cc1,0,3,-8,4,2,-3,2,5,-3,-5
Cc1ccc(S(=O)(=O)NCCCNC(=O)N2CCOCC2)cc1,2,3,6,-2,7,1,-6,-3,3,-5
CC(C)CC(=O)NC(=S)Nc1ccc(S(=O)(=O)NC(C)(C)C)cc1,0,-3,10,-2,-11,-2,1,5,-5,3

# Rewritten with two lines to a compound: part of the list above
# Under each structure – NPR1 activator | ABHD4 inh | TCR CD3 inh | UHRF1 binding | HTRA1 inh | GC-B act | MBD2 DNA inh | PRMT1 FP inh | rCAG RNA binder | SIAE inh
- CC(C)CC(=O)NC(=S)Nc1ccc(S(=O)(=O)NC(C)(C)C)cc1
→ 0 | -3 | 10 | -2 | -11 | -2 | 1 | 5 | -5 | 3
- Cc1ccc(S(=O)(=O)NCCCNC(=O)N2CCOCC2)cc1
→ 2 | 3 | 6 | -2 | 7 | 1 | -6 | -3 | 3 | -5
- COc1ccc(NC(=O)COC(=O)CCNS(=O)(=O)c2ccc(Cl)cc2)cc1
→ 0 | 3 | -8 | 4 | 2 | -3 | 2 | 5 | -3 | -5

# Screens: PubChem, several laboratories
